# Compound activity: PubChem, several laboratories
# dFosB act = activators of mouse delta FosB homodimer. P13346. purified delta FosB, TAMRA-CDK5 oligo fluorescence polarization; percent of positive-control signal above neutral wells. activation, % at 25 µM. 340,000 tested, 0.99% active. AID 493131;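 active = mean activation above about 17%, with every replicate also reaching it, limit read from the data, passing the limit was not always enough; inconclusive = only one of the two conditions met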;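 also: fluorescence polarization rise as delta FosB binds a TAMRA Cdk5 AP-1 oligo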
# Target sequence (P13346 whole entry, looked up): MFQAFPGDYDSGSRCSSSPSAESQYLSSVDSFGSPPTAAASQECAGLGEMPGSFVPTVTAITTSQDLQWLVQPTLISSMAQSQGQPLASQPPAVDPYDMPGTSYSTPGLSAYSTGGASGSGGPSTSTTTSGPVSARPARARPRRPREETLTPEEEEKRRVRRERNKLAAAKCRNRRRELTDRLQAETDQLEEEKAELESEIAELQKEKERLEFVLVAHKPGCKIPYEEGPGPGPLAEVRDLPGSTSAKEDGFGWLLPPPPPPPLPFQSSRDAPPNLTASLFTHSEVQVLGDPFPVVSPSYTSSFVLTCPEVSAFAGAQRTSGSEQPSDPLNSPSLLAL
# MITF TRPM1 HTS = activators of MITF-driven TRPM1 promoter activity in SK-MEL-5 cells; SK-MEL-5 TRPM1-promoter luciferase, 24 h; % of positive control, neutral wells = 0; activation, % at 12.5 µM; 300,000 tested, 0.75% active; AID 588334;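 active = mean activation of at least 80% with every replicate also reaching 80%; inconclusive = mean reaches 80% but some replicate falls short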;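 also: 0% = neutral control wells and 100% = parthenolide positive control wells; values of inactives mirror those of a sister screen read the other way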
# SR-BI DiI-HDL act = SR-BI HDL lipid transfer activation | CHO ldlA[mSR-BI] cells, DiI-HDL uptake fluorescence, 3 h; 100 = double the neutral-control signal | activation, % at 12.5 µM | 320,000 tested, 0.096% active | AID 504775;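 active = mean replicate activation of at least 60% and every replicate at or above 60%; inconclusive = mean or all-replicate condition met, but not both; inactive = mean below 60% and not all replicates reaching 60%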;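 also: 0% = median plate neutral-control signal and 100% = twice that signal; values of inactives mirror those of a sister screen read the other way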
#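 Test system: SR-BI-overexpressing, LDLR-lacking CHO cells. Measured by: DiI fluorescence, bottom read. Medium: Ham's F12 with 0.5% BSA, HEPES 25 mM, pH 7.4. Timing: 3 h uptake period with compound, 37 °C.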
# CDK5 p35 inh = CDK5/p35 (human) kinase inhibition; Q00535+Q15078; Recombinant CDK5/p35, ADP-Glo luminescence, 60 min; inhibition, % at 10 µM; 330,000 tested, 0.01% active;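 active = highest replicate inhibition of at least 50% and at least 75% of replicates reaching 50%; inconclusive = only one of the two criteria met; inactive = both criteria failed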;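 also: plate controls were DMSO neutral control for no effect and GW8510 at 10 µM for full effect; many of its hits are not listed in these tables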
# Target sequence (Q00535 whole entry, looked up): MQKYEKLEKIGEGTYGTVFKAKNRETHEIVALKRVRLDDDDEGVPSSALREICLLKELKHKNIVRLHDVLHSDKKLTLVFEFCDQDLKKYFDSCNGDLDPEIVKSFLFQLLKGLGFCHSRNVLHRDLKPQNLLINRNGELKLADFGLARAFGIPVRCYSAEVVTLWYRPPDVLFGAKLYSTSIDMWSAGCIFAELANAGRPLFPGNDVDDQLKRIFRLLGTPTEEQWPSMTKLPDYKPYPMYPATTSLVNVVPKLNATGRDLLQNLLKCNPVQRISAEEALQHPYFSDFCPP
# Target sequence (Q15078 whole entry, looked up): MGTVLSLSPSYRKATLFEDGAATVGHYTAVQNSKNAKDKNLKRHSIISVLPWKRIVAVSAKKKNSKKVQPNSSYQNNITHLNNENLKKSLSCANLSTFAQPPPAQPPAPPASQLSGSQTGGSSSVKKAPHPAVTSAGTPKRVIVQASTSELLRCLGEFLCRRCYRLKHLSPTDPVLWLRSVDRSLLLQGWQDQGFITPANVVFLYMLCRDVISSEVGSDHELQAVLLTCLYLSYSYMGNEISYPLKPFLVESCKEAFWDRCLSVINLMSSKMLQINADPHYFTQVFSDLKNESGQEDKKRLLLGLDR
# SR-BI DiI inh = inhibitors of mouse SR-BI mediated HDL lipid uptake; Q61009; ldlA[mSR-BI] CHO cells, DiI-HDL uptake fluorescence, 3 h; inhibition, % at 12.5 µM; 320,000 tested, 0.96% active; AID 488896;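 active = mean replicate inhibition of at least 70% and a set share of replicates each scoring 70 or more; inconclusive = meets just one of the two criteria; inactive = fails both criteria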;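 also: 0% = median of neutral control wells and 100% = median of positive control wells; values of inactives mirror those of a sister screen read the other way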
# PKA-R2B activ = PKA-R2B complex activation; P22694+P31323; AID 504700; 340,000 tested, 0.079% active; activation, % at 11.4 µM; PKA-R2B holoenzyme dissociation, Cy5-IP20 fluorescence polarization; R2B truncated from residue 108, S112A mutant; 0% DMSO only, 100% 113 µM cGMP;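 active = activation above a cutoff set at the mean over all compounds plus 3 SD, cut at about 18% in these data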;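 also: higher means more holoenzyme dissociation and a rise in polarization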
# Arr AP2 block = inhibitors of human beta-arrestin and AP2 interaction; inhibition, % at 10 µM; 340,000 tested, 0.31% active; FITC-arrestin peptide / GST-AP2 beads, flow cytometry; AP2 beta2 appendage carries R879A mutation;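 active = inhibition above a set limit, near 3 SD of compounds lacking own fluorescence, cut at about 54% in these data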;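 also: plate controls were DMSO wells for no effect and 5 µM unlabelled arrestin peptide for full effect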
#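 Material – AP2 appendage R879A on GSH beads · Buffer or medium – PBS with 0.05% Tween 20 and 0.1% BSA · Probe or stimulus – fluorescein-tagged arrestin peptide at 50 nM final · Incubation – compound with beads 12 min RT, then probe 1 h RT · Detection – high-throughput flow cytometry of beads, ex 488, em 535 nm · Evaluation – percent response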
# PKA-R1A act = PKA-R1A complex activation; activation, % at 11.4 µM; AID 504707; P00514+P68181; 340,000 tested, 0.083% active; PKA-R1A dissociation, Cy5-IP20 fluorescence polarization; scaled: DMSO 0%, 113 µM cGMP 100%;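 active = percent activation above the mean of all tested compounds plus 3 SD, cut at about 19% in these data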;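 also: higher means more PKAc released from R1A so a rise in polarization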
# Pemphigus Ab inh = inhibitors of pemphigus antibody binding to human desmoglein-3; binding (percent of control), % at 10 µM; 310,000 tested, 0.48% active; DSG3-coupled beads, scFv-anti-DSG3-GFP binding, flow cytometry; stronger effect = lower value; AID 588358; P32926;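 active = binding more than 3 SD below its plate's average and above zero; inconclusive = below that plate limit but binding exactly zero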;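 also: hits lower antibody fragment binding to DSG3; some compounds called inactive have numbers as strong as hits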
# NSD2 HMT inh = inhibitors of human histone methyltransferase NSD2; inhibition, % at 12.5 µM; 310,000 tested, 0.54% active; AID 743445; O96028; NSD2 peptide methylation, AlphaScreen, 120 min; in the data active = inhibition above about 50%
# Mot1-301 SUMO = inhibitors of SUMOylation pathway: yeast Mot1-301 growth rescue | S. cerevisiae Mot1-301 growth rescue, ATP luminescence, 38.5C; percent above DMSO median, 100 means doubled | growth rescue, % at 18.8 µM | 320,000 tested, 1% active;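 active = every valid replicate shows activation above 250% relative to neutral control wells; inactive = the rest, any valid replicate at or below 250%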;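 also: OY570 slx delta 5 strain wells were the positive control but not used for scaling; some compounds called inactive have numbers as strong as hits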
# * hit, by the source's call; ? = inconclusive; . = no result given.
dFosB act	MITF TRPM1 HTS	SR-BI DiI-HDL act	CDK5 p35 inh	SR-BI DiI inh	PKA-R2B activ	Arr AP2 block	PKA-R1A act	Pemphigus Ab inh	NSD2 HMT inh	Mot1-301 SUMO	smiles
-7	.	14	-0.5	-3	6	8	-5	99	7	31	CC(=O)Oc1cc2oc(=O)cc(C)c2cc1OC(C)=O
-7	-7	6	-1.9	-6	9	22	5	118	39	1	Cc1ccc(CNC(=O)C(=O)NCC2OCCCN2S(=O)(=O)c2cccs2)cc1 (configuration not stated)
-1	-4	6	-0.7	-6	-4	18	-16	84	0	1	CCN(CC)S(=O)(=O)c1ccc2c(c1)nc(CCC(=O)O)n2CC
-12	.	-28	-4.1	28	-11	4	1	102	-1	-8	Cc1ccc(C)c(NC(=O)c2cc(-c3cccnc3)nc3ccccc23)c1
-6	3	.	1.6	.	-21	13	-6	.	.	153	CC(=O)c1ccc(S(=O)(=O)NC2CC2)cc1
-8	-6	-26	3.2	26	-17	7	-15	84	4	14	Cc1ccc(CN2CCSc3ccc(C(=O)NCc4ccccn4)cc32)cc1
-4	-14	-12	0.6	12	4	30	4	107	-1	5	C[C@]12CCC(=O)C=C1CC[C@@H]1[C@@H]2CC[C@@]2(C)[C@H]1CC[C@@]21CCC(=O)O1
-6	-2	-2	1.9	2	0	-23	-3	122	-1	-3	O=C(COc1ccccc1Cl)NNC(=O)c1ccc2nc[nH]c2c1
-3	2	2	-1.5	-2	1	-6	4	99	-2	.	COc1ccc(OC(=O)c2cccc(S(=O)(=O)N3CC(C)OC(C)C3)c2)cc1 (configuration not stated)
-10	10	8	-0.9	-8	-4	3	-4	110	.	-11	CC(c1cccnc1)N(CCN(C)C)C(=O)Nc1ccc(Cl)cc1 (configuration not stated)
-3	-1	7	-0.5	-7	-6	-15	-12	118	1	-15	CSCCNCc1cn(-c2ccc(F)cc2F)nc1-c1ccccc1C
-4	16	10	-1.3	-10	4	-7	-4	104	1	-1	O=C(CCN1N=C(c2ccccc2)CCC1=O)NCCCN1CCOCC1
0	46	1	0.5	-1	-5	-14	0	91	0	-2	CCc1noc(C)c1C(=O)NCCc1ccccc1
-2	5	0	-0.8	0	0	6	3	.	-1	3	CN(Cc1ccc(F)cc1)C(=O)CN1C(=O)c2ccccc2S1(=O)=O
-14	.	12	0.5	-12	3	22	4	92	0	-6	S=C(Nc1ccc(Oc2ccccc2)cc1)Nc1cccnc1
-2	1	-27	-0.6	27	-7	-4	1	104	.	2	O=C(Nc1ccccc1)C1=C[C@H](c2csc3ccccc23)C[C@H](OCCCCO)O1
14	-9	-35	0.1	35	-10	-1	2	84	-1	0	CCC(C)C(NC(=O)c1ccccc1NC(=O)c1ccco1)C(=O)NNC(=O)c1ccc(OC)cc1 (configuration not stated)
-8	.	1	-1.1	-1	-8	-1	-3	.	-4	-1	COc1ccc(-n2nnnc2SCC(=O)Nc2nc3c(s2)CCCC3)cc1
-6	11	-2	-1.4	2	3	3	7	94	-2	3	COc1ccccc1C(=O)NCCN1CCN(c2ccccc2)CC1
-6	1	4	0.3	-4	-8	-6	-8	104	0	-15	Nc1ncc(Br)cc1S(=O)(=O)NCCC(=O)Nc1cccc(Cl)c1
-18	3	-2	0.5	44	3	-2	4	104	.	112	O=C(NC1CCCCC1)c1cc2nc(-c3ccco3)cc(C(F)(F)F)n2n1
-14	1	37	-1.2	-37	-3	-2	-3	102	4	120	O=C(Nc1ccccc1C(=O)O)c1ccc(NC(=O)c2ccc(Br)o2)cc1
1	-6	26	-3.3	-26	-5	5	-2	102	-2	-1	O=C(Cn1cnc2ccccc21)N/N=C/c1ccccn1
-6	12	15	-1.1	-15	1	0	4	93	5	0	O=C(NCc1ccc(F)cc1)C(c1ccco1)N(C(=O)c1csnn1)C1CC1 (configuration not stated)
-2	10	-6	-1.9	6	0	6	-7	95	-2	-9	NC(=O)c1cccnc1Sc1ccc(Cl)cc1
-8	-15	2	-1.5	-2	3	-4	-6	.	-2	4	O=S(=O)(Nc1ccc(Cc2ccncc2)cc1)N1CCCC1
-2	-4	9	0.9	-9	-4	12	-4	45*	-1	4	CS(=O)(=O)c1ccccc1C(=O)NCCC(c1ccccc1)c1ccccc1
-8	2	6	0.5	-6	4	31	9	91	-1	-8	COc1ccc(CCNC(=O)c2c(C)nn(CC(C)C)c2Cl)cc1
-4	-9	0	-3.2	0	-16	0	3	.	16	-22	COC(=O)C1CC(=O)N(CCc2c[nH]c3ccccc23)C1 (configuration not stated)
6	-4	10	-0.5	-10	1	-4	2	114	-1	-3	CC1(C)CC(=O)C(=C2SCCCS2)C(=O)C1
-7	10	1	2.9	-1	-1	30	-6	99	.	-6	CCCNC(=O)C(NS(=O)(=O)c1ccc2c(c1)c(=O)n(C)c(=O)n2C)c1ccccc1 (configuration not stated)
26*	-1	-71	0.0	71*	-8	0	-1	89	-1	7	COc1cc(/C=N/NC(=O)c2cccnc2)ccc1OCC(=O)Nc1c(C)cc(C)cc1C
-5	3	1	-2.8	-1	-12	-16	-1	.	0	1	Cc1ccc(S(=O)(=O)N2CCOCC2)cc1NC(=O)COc1cccc(-n2cnnn2)c1
-2	-11	-15	1.7	15	1	18	-3	101	-17	26	CCCN1C(=S)c2ccccc2C1c1ccccc1 (configuration not stated)
-9	-15	16	0.0	-16	-20	2	1	100	4	-2	CC(C)C(NS(=O)(=O)c1cccs1)C(=O)NCCCN1CCCCCC1 (configuration not stated)
?	6	-1	-1.7	1	-1	-2	7	81	-1	13	COc1cc2cc(CN(Cc3cccs3)C(=S)Nc3ccc(C)cc3)c(=O)[nH]c2cc1OC
-5	5	0	-1.0	0	-7	-2	-10	99	1	-10	Cc1ccnc(NC(=O)C(Cc2ccccc2)NC(=O)c2ccccc2)c1 (configuration not stated)
1	-1	-6	0.9	6	-7	-3	-11	100	-2	0	COc1ccccc1CCc1nnc(CCC(=O)NCC2CCCO2)o1 (configuration not stated)
-4	-6	-8	1.1	8	-15	-3	-9	106	0	-5	O=C(CCCn1c(SCC(=O)Nc2ccccc2Cl)nc2ccccc2c1=O)NCC1CCCO1 (configuration not stated)
-6	-9	31	2.1	-31	4	11	9	112	-5	2	COC(=O)C1=C(C)OC(N)=C(C#N)C1c1ccc(OC)c(OC)c1OC (configuration not stated)
-4	-1	7	-0.3	-7	-11	-2	-3	103	0	-11	O=C(O)C1CCN(S(=O)(=O)c2cccc3nonc23)CC1
-2	.	-12	-0.8	12	3	-8	6	95	1	-2	COc1c2occc2c(OC(C)=O)c2c(=O)cc(C)oc12
-11	-22	-69	-4.9	69	-5	-9	-5	112	.	-12	Cn1nc(-c2ccc(Cl)cc2)c2cc(C(=O)NC3CC3)sc21
-2	2	6	-0.7	-6	1	7	-1	96	.	-4	CC(C)(C)OC(=O)C[C@@H]1C/C=C\C[C@@H](CC(=O)NCCO)C(=O)N[C@H](Cc2ccccc2)COC1=O
-6	0	-11	-0.1	11	0	-4	-2	100	11	.	COc1ccc(N2CCN(C(=O)NC34CC5CC(CC(C5)C3)C4)CC2)cc1
-8	73	-33	-1.6	33	0	-2	-16	111	-1	-9	Cc1ccc(SCC(=O)c2cc(C)c(OC(=S)N(C)C)c(C)c2)cc1
0	.	12	-7.2	-12	-10	-9	7	105	-1	56	Cc1cc(=O)n2[nH]c(Nc3cccc(Cl)c3)nc2n1
-5	-10	-15	1.4	15	-6	-2	-16	110	-2	.	COc1ccc(COCC(O)CN2CCN(S(=O)(=O)c3c(F)cccc3F)CC2)cc1OC (configuration not stated)
-7	-15	28	0.6	-28	1	9	2	119	-1	-4	Cc1ccc(S(=O)(=O)Nc2nc3ccccc3nc2N2CCc3ccccc3C2)cc1
-3	25	-29	-0.6	29	1	-1	-5	88	-4	2	Cc1noc(C)c1COc1ccc(C(=O)NCCOc2ccccc2)cc1

# The list goes on, overlapping the part above by 2 compounds.
dFosB act	MITF TRPM1 HTS	SR-BI DiI-HDL act	CDK5 p35 inh	SR-BI DiI inh	PKA-R2B activ	Arr AP2 block	PKA-R1A act	Pemphigus Ab inh	NSD2 HMT inh	Mot1-301 SUMO	smiles
-7	-15	28	0.6	-28	1	9	2	119	-1	-4	Cc1ccc(S(=O)(=O)Nc2nc3ccccc3nc2N2CCc3ccccc3C2)cc1
-3	25	-29	-0.6	29	1	-1	-5	88	-4	2	Cc1noc(C)c1COc1ccc(C(=O)NCCOc2ccccc2)cc1
-17	-6	9	2.1	-9	-1	12	-3	107	-2	-9	Cc1ccc(S(=O)(=O)N(CC(=O)NCCC2=CCCCC2)Cc2ccccc2)cc1
-4	-11	-13	-1.0	13	-5	7	0	.	8	5	Cc1cc(NC(=O)CN2C(=O)NC(C)(c3ccc(Cl)cc3Cl)C2=O)no1 (configuration not stated)
-3	-7	-3	0.4	3	-6	-6	-5	96	6	-12	CCN1CCN(C(=O)c2ccc(N3CC4CC(C3)c3cccc(=O)n3C4)c(NC(=O)c3cc(OC)cc(OC)c3)c2)CC1 (configuration not stated)
0	2	16	-0.3	-16	-7	44	-10	.	0	21	Cc1ccc(S(=O)(=O)NC(=O)COc2ccc(Cl)cc2Cl)cc1
0	2	2	1.0	-2	4	4	-12	97	-1	.	CCOc1ccccc1NC(=O)COC(=O)C12CC3CC(CC(O)(C3)C1)C2
-16	8	7	0.0	-7	3	3	-12	100	12	-6	Cc1ccc(NC(=O)CN2C(=O)S/C(=C\c3cc(Cl)c(OCC(=O)O)c(Cl)c3)C2=O)cc1
-7	-3	33	-2.1	-33	-12	3	-6	110	1	11	N#CCC(=O)c1ccccc1Oc1ccc(Cl)cc1
-18	23	-28	0.6	28	3	42	-8	87	-5	14	O=C1O/C(=C\c2ccccc2)c2ccccc21
1	.	3	0.1	-3	-5	-13	8	108	26	13	CCOC(=O)c1c(C)[nH]c(C)c1C(=O)COC(=O)CCc1ccccc1
-12	-15	20	-1.4	-20	-10	-4	-6	112	-2	-12	O=C1NC(CCc2ccccc2)C(=O)N1CCOc1cccc(Br)c1 (configuration not stated)
